D3 ag = qHTS of D3 Dopamine Receptor Agonist: qHTS; D(3) dopamine receptor (Homo sapiens), P35462; D3R DiscoveRx beta-arrestin cells, luminescence, 90 min; max activation, %; actives 0.58% (n = 410,000); in the data active means max activation above about 30%; further: 0% is about no effect; mostly tested at two doses, the higher about 12 µM
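Cells at 1500/well, incubated overnight, then treated with pinned compounds (dopamine as control) for 90 min at 37 degrees C. DiscoveRx reagent added for 30 - 60 minutes at room temperature; luminescence read.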
TDP-43 yeast inh = qHTS of TDP-43 Inhibitors | TDP-43 expressing yeast growth rescue, BacTiter-Glo, 24 h | Potency, µM (doses to about 46.1 µM), without a hit: at the highest dose growth rescue (activation), actives largely listed as activators | actives 1.8% (n = 410,000) | AID 652104, 2013; further: potency means the concentration at half of the fitted maximal effect; % of control where 0% means no effect; nearly all actives have a fitted effect of over 50% in size
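Galactose-induced TDP-43 yeast, OD600=0.02, compound pinned; 24 hr, 30 deg C; BacTiter-Glo luminescence for growth. Inhibitors of TDP-43 toxicity read as activators.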
GLP-1R inv ag = qHTS of GLP-1 Receptor Inverse Agonists (Inhibition Mode). HEK293 GLP-1R CRE-luciferase, luminescence, 24 h; GLP-1R form is constitutively active. actives 1.6% (n = 410,000). Potency, µM (titrated, usually from 38.3 µM), for inactives: at the highest dose activity change, negative = inhibition, hits mostly inhibitors; further: potency means the concentration at half of the fitted maximal effect; on the % scale 0 is the no-effect control and ±100 the full control effect; nearly all actives have a fitted effect of over 55% in size
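Luminescence readout: a drop in cAMP-driven luciferase signal flags inverse agonism at a constitutively active GLP-1R stably expressed in HEK293. Compound exposure lasted 24 hr at 37 deg C, 5% CO2.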
PTHR1 agonist = qHTS for PTHR1 Agonists: Primary Screen; Parathyroid hormone/parathyroid hormone-related peptide receptor (Homo sapiens), Q03431; HEK293 GP2 PTHR1 cells, GloSensor cAMP luminescence, 1 h; Potency, µM (titrated, usually from 115 µM), for inactives: top-dose activation, usual class: activators; actives 0.075% (n = 410,000); further: potency means the concentration at half of the fitted maximal effect; nearly all actives have a fitted effect of over 55% in size; some results filed as inactive show a strong effect at the top dose; inactives centre near -15; many of its hits are not listed in these tables
Target sequence (Q03431 whole entry, looked up): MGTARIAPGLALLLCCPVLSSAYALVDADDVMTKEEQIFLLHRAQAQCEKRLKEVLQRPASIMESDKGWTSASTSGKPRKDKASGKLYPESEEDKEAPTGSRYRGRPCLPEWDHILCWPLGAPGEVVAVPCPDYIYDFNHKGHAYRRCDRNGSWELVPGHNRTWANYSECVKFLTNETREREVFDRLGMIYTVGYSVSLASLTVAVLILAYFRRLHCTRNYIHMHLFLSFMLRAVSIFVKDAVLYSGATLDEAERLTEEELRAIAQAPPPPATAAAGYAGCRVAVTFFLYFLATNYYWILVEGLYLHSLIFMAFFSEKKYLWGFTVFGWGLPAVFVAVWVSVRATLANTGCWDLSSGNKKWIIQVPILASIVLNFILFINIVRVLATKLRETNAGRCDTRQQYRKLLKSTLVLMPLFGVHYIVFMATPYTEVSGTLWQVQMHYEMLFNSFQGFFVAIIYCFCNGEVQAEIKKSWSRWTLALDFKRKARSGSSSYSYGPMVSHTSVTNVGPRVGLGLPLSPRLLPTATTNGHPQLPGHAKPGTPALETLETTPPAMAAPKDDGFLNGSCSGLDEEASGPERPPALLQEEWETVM
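HEK-293-derived GP2 cells expressing PTHR1 and a GloSensor cAMP reporter, 3,000/well, plated overnight, given luciferin plus IBMX (each 0.5 mM as added) for 1 h at 37 °C, then compound for 1 h at 37 °C. Luminescence was read after 15 min at room temperature.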
D3 antag = qHTS of D3 Dopamine Receptor Antagonist: qHTS. D3R cells, DiscoveRx beta-arrestin luminescence, antagonist mode; active compounds read low. max response, negative = inhibition, %. actives 2.5% (n = 360,000). AID 652054, 2013; in the data active means max response below about -50%; inconclusive means no clear call, values can overlap the other calls; further: on the % scale 0 is the no-effect control and ±100 the full control effect; mostly tested at two doses, the higher about 12 µM
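Cells expressing the human receptor were seeded at 1500 cells/well, incubated overnight at 37 degrees C in 5% CO2, then exposed to library compounds with dopamine controls for 90 minutes at 37 degrees C before luminescent detection.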
HEK293 tox = qHTS of GLP-1 Receptor Inverse Agonists: Cytotox Screen; HEK293 cAMP-luciferase reporter cells, luminescence, 24 h; actives 0.13% (n = 410,000); Potency, µM (titrated, usually from 38.3 µM), for inactives: top-dose activity change, negative = inhibition, usual class: inhibitors;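 further: loss of luciferase light is scored as toxicity; potency means the concentration at half of the fitted maximal effect; on the % scale 0 is the no-effect control and ±100 the full control effect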
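MLSMR compounds, 24 hr on cells at 37 deg C/5% CO2; luminescence after luciferase reagent (12 min RT). Inhibition counted as the undesired cytotoxic outcome.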
GLP-1R agonist = qHTS of GLP-1 Receptor Agonists; Glucagon-like peptide 1 receptor (Homo sapiens), P43220; HEK293 GLP-1R CRE-luciferase, luminescence, 4-6 h; cells express a hypersensitive GLP-1R form; Potency, µM (series often up to 45.6 µM), for inactives: at the highest dose activation, usual class: activators; actives 0.007% (n = 380,000); AID 624172, 2012; further: potency means the concentration at half of the fitted maximal effect; % of control where 0% means no effect
KB-V1 cytotox = qHTS assay for MDR1-selective chemotherapeutics: Primary screen using the drug-selected MDR subline cells KB-V1. KB-V1 MDR cells viability, CellTiter-Glo, 72 h. Potency, µM (series often up to 46.1 µM), for inactives: top-dose activity change, negative = cytotoxicity, hits mostly cytotoxic. actives 3.4% (n = 400,000); further: potency means the concentration at half of the fitted maximal effect; on the % scale 0 is the no-effect control and ±100 the full control effect; nearly all actives have a fitted effect of over 60% in size
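Cytotoxicity via CellTiter-Glo luminescence after 72 h compound exposure at 37 degrees C. Cells: drug-selected KB-V1 line, DMEM phenol-red free plus 10% FBS. Compounds tested at multiple concentrations; normalized data fitted to concentration-effect curves.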
aSyn yeast inh = qHTS of alpha-syn Inhibitors | Yeast expressing alpha-synuclein, growth rescue, BacTiter-Glo, 24 h | Potency, µM (titrated, usually from 46.1 µM), without a hit: top-dose growth rescue (activation), actives largely listed as activators | actives 0.14% (n = 370,000); further: potency means the concentration at half of the fitted maximal effect; % of control where 0% means no effect; nearly all actives have a fitted effect of over 65% in size
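Screening used galactose-induced yeast with toxic alpha-synuclein levels, exposed to compound for 24 hr at 30 deg C. Cell growth, read with BacTiter-Glo luminescence, gave the measured signal.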
Active calls of the source: *; i = inactive; u = inconclusive; x = no result given; & = joins results of further samples; [ ] = another dose, or the depositor's remark. Unless noted, the call rests on the fitted dose curve; in most records, active means well fitted curve in the direction sought with a large enough effect; inconclusive means small, poorly fitted or top-dose-only effect, or another doubt; inactive means no such curve, though single readings can be large; an effect the other way counts as inactive or inconclusive. A portion of the library; the hit share may differ from the screen's.

entry	canonical_smiles	D3 ag	TDP-43 yeast inh	GLP-1R inv ag	PTHR1 agonist	D3 antag
1	O=C(c1n[nH]c(=O)c2ccccc12)N1CCOCC1	-6	-10%	12%	-7%[57.5 µM]	-59*
2	CCOc1ccc(-n2c(SCC(=O)NCc3ccco3)nc3c(c2=O)SCC3)cc1	7	6%	-9%	i	14
3	COc1ccc(N2CCN(C(=O)CSc3ccc([N+](=O)[O-])cc3)CC2)cc1	-3	-3%	3%	i	-2
4	C/C(N)=C(/C#N)C(=O)COC(=O)CCSc1ccccc1	6&0	9%&12%	1%&3%	i	-4&7
5	CCN=C1S/C(=C\c2ccc(-c3cccc(C(=O)O)c3)o2)C(=O)N1CC	-1	9%	286%[activator]	i	-26
6	CCCCN1CC[C@H]2C=CC[C@@H](C(=O)Nc3ccc(Cl)cc3Cl)[C@H]2C1=O	-16	6%	u	-36%[inhibitor]	u
7	O=C(c1csc(Nc2cccc3ccccc23)n1)N1CCCC1	2	u	0%	i	19
8	CCCn1c2ccccc2c2cnn(CC(=O)Nc3ccc(C)cc3Br)c(=O)c21	-18	15%	u	15%	x
9	CSc1nc2oc3c(c2c2nncn12)CC(C)(C)SC3	9	9%	2%	-26%[57.5 µM]	30
10	N#C/C(=C\c1ccncc1)c1nc2ccccc2c(=O)[nH]1	-1	-6%	0%	i	-4
11	O=c1c2ccccc2nc2c3ccccc3ncn12	-3	-16%	-6%	i	-5
12	COc1ccc(N(CC(=O)NCCSCc2ccco2)S(=O)(=O)c2ccccc2)cc1	12	-13%	u	i	5

entry	HEK293 tox	GLP-1R agonist	KB-V1 cytotox	aSyn yeast inh
1	-6%	4%	-2%	1%
2	-6%	-7%	4%	-1%
3	4%	4%	0%	2%
4	-11%&-18%	2%&-5%	-1%&6%	-1%&-3%
5	23%	17%	4%	18%
6	1%	-2%	u	0%
7	-19%	-1%	0%	1%
8	-3%	x	x	x
9	-4%	3%	7%	-3%
10	1%	5%	5%	6%
11	-5%	-1%	10%	-4%
12	-8%	8%	-20%	2%

Later entries
entry	canonical_smiles	D3 ag	TDP-43 yeast inh	GLP-1R inv ag	PTHR1 agonist	D3 antag
13	O=C(O)c1ccc(-n2cccc2/C=N\NC(=O)c2cc3cc(Br)ccc3o2)cc1	9	-13%	6%	i	3
14	O=C(Nc1ccccc1Cl)C1CCN(c2nc3ccccc3nc2C(F)(F)F)CC1	8	11%	-2%	-13%	x
15	COc1ccccc1C(C)NC(=O)c1cc(=O)[nH]c2ccccc12 (stereo not drawn)	5	34%	10%	-22%	-1
16	Cc1cc(F)ccc1NC(=O)c1csc2c1CCC(C)C2 (stereo not drawn)	-10	6%	3%	-1%	x
17	COc1ccccc1N1CCN(Cc2nnnn2CCc2ccccc2)CC1	-14	-4%	-6%	-41%[inhibitor]	-8
18	CC1(C)C(=O)OC(c2ccccc2)C2(CCCC2)C1=O (stereo not drawn)	0	10%	-20%	-22%[57.5 µM]	4
19	CCOC(=O)C(NC(=O)NCc1ccccc1)(OCC)C(F)(F)F (stereo not drawn)	-2	19%	u	i	0
20	S=C(NC1CC1)NC1CCCc2ccccc21 (stereo not drawn)	-9	-22%	u	9%	-19
21	CCOc1ccc2[nH]c(=O)c(CN(Cc3ccco3)Cc3nnnn3Cc3ccccc3)cc2c1	5	-18%	0%	i	-5
22	CCOC(=O)Cn1c(=NC(=O)c2nc3ccccc3s2)sc2cc(S(N)(=O)=O)ccc21	4	8%	10%	-40%[inhibitor]	-1
23	COC(=O)C1=C(C)Nc2nnnn2C1c1ccc(Cl)cc1Cl (stereo not drawn)	-8	-11%	u	-19%[57.5 µM]	4
24	CCN1CCCC1CN(Cc1cc2cc(C)ccc2[nH]c1=O)C(=O)Nc1ccccc1OC (stereo not drawn)	-4	-6%	-29%	i	-14

entry	HEK293 tox	GLP-1R agonist	KB-V1 cytotox	aSyn yeast inh
13	7%	-1%	8%	6%
14	-1%	x	6%	x
15	15%	-3%	-9%	1%
16	-7%	x	13%	x
17	1%	-8%	u	2%
18	82%[activator]	6%	10%	11%
19	-43%	3%	u	-9%
20	u	-2%	9%	-7%
21	5%	5%	u	8%
22	-8%	-2%	12%	-7%
23	10%	18%	0%	3%
24	-19%	1%	0%	-1%

Other entries.
entry	canonical_smiles	D3 ag	TDP-43 yeast inh	GLP-1R inv ag	PTHR1 agonist	D3 antag
25	Cn1c2c(c(=O)n(C)c1=O)C(c1cccc(F)c1)C(C#N)=C(N)O2 (stereo not drawn)	15	15%	-19%	-18%	-8
26	Cc1ccc(NS(=O)(=O)c2ccc3c(c2)NC(=O)CO3)cc1C	0	19%	u	i	45
27	CN(CCOc1ccc(Cl)cc1)C(=O)c1cccc(S(=O)(=O)N2CCN(c3ccc(F)cc3)CC2)c1	8	-5%	4µM*	-12%	0
28	Cc1cccc(-n2ncc3c2CCCC3NC(=O)C2(C(N)=O)CC2)c1C (stereo not drawn)	2	-4%	u	i	9
29	c1cc(C(c2nnnn2C2CCCCC2)N2CCN3CCCC3C2)ccn1 (stereo not drawn)	-9	4%	23%	i	4
30	CC(O)[C@H]1CNC(=O)C(=O)N1CC1(c2ccccc2)CC1 (stereo partly drawn)	6	12%	10%	i	23
31	CCOc1ccc(S(=O)(=O)N(CC(=O)N/N=C/c2cccs2)c2ccc(C)cc2)cc1	2	-6%	u	i	9
32	O=C(CSc1nccn1-c1ccc(F)cc1)Nc1cccc2ccccc12	8	18µM*	-24%	-31%[inhibitor]	x
33	CCOC(=O)c1c(-c2ccc(C)cc2)csc1NC(=O)c1ccc(C(C)(C)C)cc1	-4	5%	0%	-7%	x
34	c1ccc(C[C@H]2CNCCN2CC2CCCCC2)cc1	0	0%	-25%	i	22
35	O=C(/C=C/c1c(Cl)nc2ccccn12)N1CCCCC1	-17	2%	87%[activator]	-3%	-14
36	CSc1nc2ccc(NS(=O)(=O)c3ccc(CNC(C)=O)cc3)cc2s1	-4	11%	11%	-9%	11

entry	HEK293 tox	GLP-1R agonist	KB-V1 cytotox	aSyn yeast inh
25	-2%	2%	u	5%
26	-9%	-3%	-19%	0%
27	-5%	14%	u	8%
28	-2%	-5%	-11%	0%
29	-14%	-5%	-9%	2%
30	8%	12%	-1%	-3%
31	u	4%	23µM*	1%
32	5%	x	x	x
33	6%	x	u	x
34	7%	-1%	-2%	1%
35	8%	19%	u	-9%
36	-2%	-1%	0%	-1%[1.84 µM]

Remaining list, next part:
entry	canonical_smiles	D3 ag	TDP-43 yeast inh	GLP-1R inv ag	PTHR1 agonist	D3 antag
37	CO[C@H]1CN(C)C(=O)c2ccc(NC(=O)NC(C)C)cc2OC[C@H](C)NC[C@H]1C	-5	2%	-2%	i	-10
38	Cc1nc(-c2ccc(F)cc2)c(CC(=O)N2CCN(S(=O)(=O)c3ccc(F)cc3)CC2)s1	1	23%	-12%	i	-3
39	CCCOc1ccc(C2c3c(oc4ccccc4c3=O)C(=O)N2CCCN2CCOCC2)cc1 (stereo not drawn)	-7	-8%	6%	-17%[57.5 µM]	-16
40	CCCS(=O)(=O)c1ncc(Cl)c(C(=O)N(Cc2ccccc2)Cc2ccco2)n1	-26	16µM*	13µM*	-93%[inhibitor]	x

entry	HEK293 tox	GLP-1R agonist	KB-V1 cytotox	aSyn yeast inh
37	11%	x	-3%	-5%
38	-3%	-4%	x	9%
39	-7%	0%	6%	u
40	10µM*	x	x	23%

Source: PubChem BioAssay
